From PubChem BioAssay
POLH inh = inhibitors of human DNA polymerase eta. Q9Y253. recombinant Pol eta, fluorescent DNA replication assay. Potency, µM (titrated, usually from 114 µM), without a hit: at the highest dose activity change, negative = inhibition, actives largely listed as inhibitors. actives 1.2% (n = 390,000). AID 588591; further: potency means the concentration at half of the fitted maximal effect; on the % scale 0 is the no-effect control and ±100 the full control effect
Target sequence (Q9Y253 whole entry, looked up): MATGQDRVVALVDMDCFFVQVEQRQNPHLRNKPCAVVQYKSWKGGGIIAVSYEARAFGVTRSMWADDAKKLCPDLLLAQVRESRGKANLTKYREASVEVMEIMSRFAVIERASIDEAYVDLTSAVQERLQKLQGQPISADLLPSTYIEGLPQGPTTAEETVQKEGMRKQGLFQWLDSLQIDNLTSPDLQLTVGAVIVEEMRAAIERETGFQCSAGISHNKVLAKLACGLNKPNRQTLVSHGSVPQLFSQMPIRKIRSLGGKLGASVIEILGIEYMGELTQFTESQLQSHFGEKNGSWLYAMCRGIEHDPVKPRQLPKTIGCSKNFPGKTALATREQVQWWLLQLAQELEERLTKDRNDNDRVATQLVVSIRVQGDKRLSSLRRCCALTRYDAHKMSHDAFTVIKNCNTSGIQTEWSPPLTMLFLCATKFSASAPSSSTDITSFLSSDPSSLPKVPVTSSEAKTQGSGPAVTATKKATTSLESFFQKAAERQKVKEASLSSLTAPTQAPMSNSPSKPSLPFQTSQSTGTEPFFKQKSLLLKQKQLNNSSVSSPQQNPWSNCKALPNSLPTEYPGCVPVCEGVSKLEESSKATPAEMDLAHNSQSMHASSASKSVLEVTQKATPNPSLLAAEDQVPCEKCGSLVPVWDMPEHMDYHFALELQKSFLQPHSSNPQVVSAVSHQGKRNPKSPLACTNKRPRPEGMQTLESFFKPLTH
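Pol eta (10 nM) was preincubated with compounds for 15 min at room temperature, after which fluorescent replication substrate (50 nM final) was added to start the reaction. Fluorescence was read kinetically at 0 and 10 min.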
Anesthetic bind = candidate novel general anesthetic via apoferritin binding. Potency, µM (doses to about 77.5 µM), without a hit: at the top dose activity change, negative = displacement, hits mostly inhibitors. apoferritin/1-aminoanthracene competitive binding, fluorescence. P02791. AID 485281. actives 0.074% (n = 350,000); further: potency means the concentration at half of the fitted maximal effect; on the % scale 0 is the no-effect control and ±100 the full control effect; nearly all actives have a fitted effect of over 20% in size
Target sequence (P02791 2-175 limits assumed): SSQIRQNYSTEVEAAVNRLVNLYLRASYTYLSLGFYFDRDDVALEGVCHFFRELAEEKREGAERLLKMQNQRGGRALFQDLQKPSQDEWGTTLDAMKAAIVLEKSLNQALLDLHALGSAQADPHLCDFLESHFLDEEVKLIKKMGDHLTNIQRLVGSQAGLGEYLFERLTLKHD
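10 uM apoferritin + 50% sat. 1-AMA, PBS; cpd 10 min RT; Ex380/Em535 endpoint; normalized to free probe vs complex; 4-param Hill fit; propofol titration as pos. ctrl.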
APE1 inh = blocks human APE1 abasic DNA cleavage. actives 0.35% (n = 350,000). AID 2517. Potency, µM (doses to about 65.8 µM), for the others: top-dose activity change, negative = inhibition, usual class: inhibitors. recombinant APE1, TAMRA/BHQ-2 abasic DNA cleavage fluorescence;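 further: potency means the concentration at half of the fitted maximal effect; plate controls were vehicle for no effect and reference inhibitor for full effect; nearly all actives have a fitted effect of over 55% in size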
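Kinetic fluorescence read (525 ex/598 em nm, three reads 60 s apart) of AP-site incision; signal = third minus first read. Enzyme 0.75 nM, dual-labelled THF duplex 50 nM, compound preincubation 15 min RT.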
GRP78 ERSR act = ER stress response induction in glioma; actives 0.02% (n = 420,000); AID 602332; Potency, µM, inactives show at the highest dose activation, actives largely listed as activators; U87-MG GRP78 promoter luciferase reporter, 16 h; further: potency means the concentration at half of the fitted maximal effect; series mostly up to about 76 µM; % of control where 0% means no effect; nearly all actives have a fitted effect of over 35% in size
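ERSR induction read as luciferase luminescence (Bright-Glo, 10 min at room temperature) in stably transfected human U87-MG glioma cells exposed to compounds for 16 h, using GRP78 as sensor.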
Pol kappa inh = blocks human DNA polymerase kappa activity; Q9UBT6; Potency, µM (series often up to 107 µM), inactives show at the top dose activity, negative = inhibition, usual class: inhibitors; actives 0.53% (n = 400,000); purified Pol kappa, fluorescent DNA synthesis assay, 10 min; further: potency means the concentration at half of the fitted maximal effect; on the % scale 0 is the no-effect control and ±100 the full control effect
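Kinetic fluorescence readout at 0 and 10 min followed reaction start with substrate at 50 nM final. Beforehand, enzyme (10 nM Pol kappa) stood 15 min with compound at room temperature; buffer-only wells were negative controls.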
POLI inh = blocks human DNA polymerase iota activity; Q9UNA4; Pol iota fluorescent replication assay, 10 min; Potency, µM (doses to about 115 µM), inactives show top-dose activity, negative = inhibition, usual class: inhibitors; actives 1% (n = 390,000); AID 588590; further: potency means the concentration at half of the fitted maximal effect
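Fluorescent replication assay read twice, at 0 min and 10 min after adding 50 nM (final) substrate. Enzyme (10 nM) and compounds were first incubated 15 min at room temperature; enzyme-free buffer wells were negative controls.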
LDHA inh = blocks human lactate dehydrogenase A. P00338. AID 1347041. purified LDHA, NADH/diaphorase-resazurin fluorescence; active compounds read low. activity change, % (values are at about 110 or 230 µM). actives 0.15% (n = 480,000); in the data active means activity change below about -30%; inconclusive means mostly about -25% to -30%;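 further: plate controls were DMSO wells for no effect and wells without enzyme for full effect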
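Resorufin fluorescence (ex540/em590), read at 0 and 20 min after diaphorase/resazurin addition, reports the NADH left after a 5 min room-temperature reaction of 2 nM human LDH5 with 0.06 mM NADH and 0.2 mM pyruvate.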
BLM inh = Bloom syndrome helicase (human) inhibition; P54132; recombinant BLM DNA unwinding, fluorescence dequenching; Potency, µM (titrated, usually from 56.1 µM), without a hit: top-dose activity change, negative = inhibition, hits mostly inhibitors; actives 0.2% (n = 350,000);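 further: potency means the concentration at half of the fitted maximal effect; plate controls were vehicle for no effect and no enzyme for full effect; nearly all actives have a fitted effect of over 35% in size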
POLB inh = blocks human DNA polymerase beta activity; Pol beta primer extension/strand displacement, fluorescence kinetic; actives 1.3% (n = 340,000); P06746; Potency, µM (series often up to 114 µM), without a hit: at the top dose activity change, negative = inhibition, usual class: inhibitors; further: potency means the concentration at half of the fitted maximal effect; on the % scale 0 is the no-effect control and ±100 the full control effect
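Human Pol beta at 10 nM; strand-displacement substrate 50 nM final. Compound exposure 15 min at room temperature before start, reaction 10 min at room temperature.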
An asterisk follows results filed as active; u = inconclusive; x = not tested or not shown; & = joins results of further samples; [ ] = another dose, or the depositor's remark. Unless noted, the call rests on the fitted dose curve; in most records, active means well fitted curve in the direction sought with a large enough effect; inconclusive means small, poorly fitted or top-dose-only effect, or another doubt; inactive means no such curve, though single readings can be large; an effect the other way counts as inactive or inconclusive. Not all compounds are listed; rates above refer to the full screens.

The line under a structure holds: POLH inh | Anesthetic bind | APE1 inh | GRP78 ERSR act | Pol kappa inh | POLI inh | LDHA inh | BLM inh | POLB inh
O=C(CSc1nnc(-c2ccccc2)o1)c1cccc([N+](=O)[O-])c1
  -4.7% | -10.3% | x | -3.9% | -14.1% | -1.2% | -10.4 | -9.8% | -2.5%
Brc1csc(/C=N/Nc2nc3ccccc3s2)c1
  -6.0% | -0.4% | 2.7% | 4.1% | -1.0% | 6.6% | 1.4 | -1.2% | 0.5%
COc1ccc(-c2noc(-c3cc(-c4ccc(F)cc4)n[nH]3)n2)cc1
  5.5% | -12.4% | x | -1.8% | -8.4% | -5.1% | -9.1&-9.6 | -1.5% | -6.8%
CCN(CC)P(=O)(c1ccccc1)c1c(C)nc2ccccn12 (centres undefined)
  -19.2% | 4.0% | 35.7% | 2.7% | -8.0% | 47.5%[activator] | -6.9 | -3.8% | 2.4%
CCC1=NN2C(=N)/C(=C\c3cccn3-c3ccc(Cl)cc3)C(=O)N=C2S1
  u | -8.3% | 1.1% | 1.9% | -20.2% | u | -7.1 | -13.5% | 28.2µM*
CCC(C)(C)n1nnnc1C(c1ccccn1)N1CCOCC1 (centres undefined)
  11.8% | -7.2% | -1.2% | -3.8% | -5.5% | 10.8% | -4.9 | -2.0% | 35.9%[activator]
CC(C)CC(CO)N1CCN(C(=O)c2ccc(C(C)(C)C)cc2)CCC1=O (centres undefined)
  -18.9% | -5.8% | 8.1% | -3.0% | 3.9% | 35.5%[activator] | -1.3 | -0.9% | 3.0%
COc1ccccc1Nc1nc(-c2cccnc2)cs1
  -10.0% | -16.8% | 27.0% | 3.0% | 1.3% | 30.6%[activator] | -2.3 | -4.4% | -5.2%
Cc1cccc(-c2nc3ccccc3c(=O)[nH]2)c1
  4.6% | -8.3% | -1.6% | 4.4% | -0.5% | 34.8%[activator] | -1.2 | -5.5% | 24.0%
COc1cccc(NC(=O)C(=O)NCCc2sc(-c3cccc(C)c3)nc2C)c1
  -6.4% | -6.2% | x | 2.8% | -7.0%[60.1 µM] | 6.6% | -7.7 | -1.1% | 1.2%
O=C(CCC(=O)OCCCC(F)(F)C(F)(F)F)Nc1ccc(Cl)cc1Cl
  -15.3% | -21.2% | 11.7% | -2.0% | -8.3% | 8.8% | 1.3 | -1.0% | -1.1%
COc1cc2nc(CN3CCN(S(=O)(=O)c4ccccc4)CC3)[nH]c(=O)c2cc1OC
  -16.8% | x | 2.2% | -1.2% | -5.0% | 39.0%[activator] | -2.2 | x | x
Cc1ccc(CNC(=O)CN2C(=O)COc3ccc(C)cc32)cc1
  0.4% | -7.6% | -2.3% | -0.6% | -7.6% | 19.8% | 0.0 | -0.8% | 16.6%
O=C(c1ccc(-c2ccccc2Cl)s1)N1CCOCC1
  -1.6% | x | x | -1.2% | 6.2% | 18.1% | 2.0 | x | x
CSc1ccccc1C(=O)C1CCCN(Cc2cnn(-c3ccccc3)c2)C1 (centres undefined)
  -17.0% | -17.1% | -3.6% | -1.6% | 1.9% | 66.4%[activator] | -6.1 | 1.8% | -26.2%
COc1ccccc1CNCC(O)(c1ccc(Cl)cc1)c1ccc(Cl)cc1
  -16.1% | -17.3% | u | -5.6% | -0.8% | -5.9% | 0.6 | -7.1% | 19.9%
COc1ccc(N(C(=O)c2ccco2)C(C(=O)NC2CCCC2)c2ccc(C)cc2)c(OC)c1 (centres undefined)
  -10.4% | -12.1% | 33.6% | -4.7% | -6.7% | 47.7%[activator] | -1.4 | -1.9% | 40.4%
Cc1ccc2nc(-c3ccc(O)cc3)c(Nc3ccc(Cl)cc3)n2c1
  -7.1% | 1.4% | x | -4.8% | -15.7% | u | -8.1 | -11.1% | 12.6%
O=C(CSc1nncn1-c1cccnc1)Nc1ccccc1[N+](=O)[O-]
  5.4% | 7.3% | 50.3%[activator] | 0.7% | -14.8% | 6.4% | -1.2 | -3.5% | -6.8%
CCCCCC1=CCC/C1=N\NC(=O)c1ccc2c(c1)OCO2
  -22.1% | -21.1% | 1.4% | 8.9% | 0.9% | 122.1%[activator] | -8.7 | -5.9% | 8.3%
COc1ccc(N=Nc2c(-c3ccc(OC)cc3)[nH]oc2=O)cc1
  -12.3% | -7.9% | 1.4% | -0.8% | 4.5% | 89.0%[activator] | -1.5 | -0.2% | 46.0%
CC1=NCCN1S(=O)(=O)c1cc([N+](=O)[O-])ccc1Cl
  -14.3% | -7.7% | -4.1% | -3.8% | 5.4% | 3.1% | 0.4 | 1.9% | -19.7%
COCCNC(=O)CCCn1c(SCc2ccccc2Cl)nc2c(sc3ccccc32)c1=O
  -15.8% | -5.2% | x | -0.9% | 10.5% | 11.7% | -1.0 | -12.6% | 16.6%
Cc1ccccc1OCC(=O)OCC(=O)Nc1cc(S(=O)(=O)N2CCCCC2)ccc1Cl
  -6.7% | x | 15.2% | -5.5% | 0.0% | 16.8% | 0.3 | x | x
O=C(CSc1nccn1Cc1ccccc1)Nc1ccccc1
  -16.0% | -5.9% | -4.4% | -1.0% | -0.7% | 2.5% | -2.6 | -0.9% | -2.0%
COc1ccc(C(=O)c2ccc(Br)cc2)c2ccccc12
  -22.4% | -15.7% | 0.0% | 0.3% | 2.5% | 60.0%[activator] | 0.9 | 0.7% | 26.7%
COc1ccc(S(=O)(=O)Cc2ccc(C(=O)N3CCN(c4ccccn4)CC3)o2)cc1
  -9.9% | -8.6% | -3.9% | -1.7% | 3.8% | 5.2% | -0.6 | 5.2% | 19.8%
Cc1cc2c(=O)n(CC(=O)N3CCN(c4ccc(F)cc4)CC3)cnc2s1
  -23.2% | 2.7% | 14.5% | -2.6% | -9.7% | -4.9% | 0.9 | -6.3% | 5.8%
COc1ccc(CNC(=O)c2cc3sccc3n2Cc2ccc(F)cc2)cc1
  -5.8% | 157.4%[activator] | x | -2.6% | -9.7% | -1.0% | -3.6 | -4.1% | 1.5%
CCn1c(NC(=O)c2cccc(Cn3cc(Cl)cn3)c2)nc2ccccc21
  -5.2% | 4.6% | -5.3% | -1.4% | -17.5% | -9.9% | -5.1 | 2.4% | 6.8%
Cn1c(C(=O)N2CCCC(C(=O)NCCCSC3CCCCC3)C2)cc2sccc21 (centres undefined)
  -21.7% | -4.6% | -7.0% | -3.0% | -2.6% | 9.7% | 4.7 | -5.1% | -0.4%
COC(=O)Cc1cc(=O)oc2c(C)c(O)ccc12
  -14.6% | x | -1.9% | 0.0% | -5.6% | 13.9% | 3.9 | 0.8% | 2.3%
COc1ccc(-c2cc(C(=O)NC(Cc3c[nH]c4ccccc34)C(=O)O)c(C)o2)cc1OC (centres undefined)
  u | 4.9% | -8.8% | 2.2% | -17.5% | -14.9% | -1.3 | -3.4% | 31.3%
O=C(CN1CCN(C2CCCCC2)CC1)Nc1cccc2ccccc12
  -12.9% | -10.3% | -7.6% | 4.2% | 3.5% | 197.4%[activator] | -15.1 | 0.0% | -38.3%
CSc1nc2nc3c(cc2c(=O)n1-c1ccccc1C)CCCC3
  -18.9% | -6.7% | u | -3.1% | -3.6% | -15.0% | 0.6 | 2.2% | 64.4%
O=C(CCn1cnc2ccccc2c1=O)NCc1ccccc1
  u | -3.9% | x | -4.1% | -6.4%[60.1 µM] | -4.6% | -1.3 | -8.4% | 20µM*
COc1ccccc1C1Nc2c(sc3nc(C)cc(C)c23)C(=O)N1c1ccccc1 (centres undefined)
  -19.2% | 335.2%[activator] | x | 10.4% | -6.3% | 0.1% | -1.7 | -8.5% | 27.8%
COc1ccc([C@]23Cc4cc(C#N)ccc4C(O2)c2c(c4ccc(OC)cc4oc2=O)O3)cc1
  x | -12.4%[15.3 µM] | 6.4%[12.4 µM] | x | x | x | x | -12.3%[12.4 µM] | u
O=C(O)/C(=C\c1ccc(Br)cc1)c1ccc(S(=O)(=O)N2CCCCC2)s1
  u | -4.6% | -12.6% | -0.5% | -9.8% | u | -8.6 | -12.6% | 28.2µM*
Cc1nn(C)c(C)c1S(=O)(=O)Nc1ccc2c(c1)OCO2
  -11.8% | -16.8% | 15.6% | 6.5% | 0.2% | 15.7% | 6.7 | -5.7% | 36.7%

Entries of single compounds from above. Order of screens: POLH inh	Anesthetic bind	APE1 inh	GRP78 ERSR act	Pol kappa inh	POLI inh	LDHA inh	BLM inh	POLB inh
Profile of `Cc1nn(C)c(C)c1S(=O)(=O)Nc1ccc2c(c1)OCO2` → -11.8%	-16.8%	15.6%	6.5%	0.2%	15.7%	6.7	-5.7%	36.7%
Profile of `CCCCCC1=CCC/C1=N\NC(=O)c1ccc2c(c1)OCO2` → -22.1%	-21.1%	1.4%	8.9%	0.9%	122.1%[activator]	-8.7	-5.9%	8.3%

Remaining list, next part
The line under a structure holds: POLH inh | Anesthetic bind | APE1 inh | GRP78 ERSR act | Pol kappa inh | POLI inh | LDHA inh | BLM inh | POLB inh
COc1cc(CNCc2ccccn2)ccc1OCc1c(Cl)cccc1Cl
  -8.8% | u | -0.4% | -2.8% | -6.8% | -19.4% | -0.9 | 28.7% | -12.0%
CCNc1nc(NCC)n2c(SCC(=O)Nc3c(C)cccc3C)nnc2n1
  u | x | u | -3.0% | -9.8% | -23.0% | -4.0 | x | x
Cn1nc(C(=O)OCC(=O)Nc2ccc(F)cc2Cl)c2ccccc2c1=O
  -21.2% | x | -2.5% | -2.3% | -13.6% | 44.2%[activator] | -3.7 | x | x
O=C(NC1CCCCC1)C1CCC(CNS(=O)(=O)c2cccc3nsnc23)CC1 (centres undefined)
  -6.6% | 0.8% | -1.0% | -2.7% | 8.5% | 16.9% | -3.1 | 0.3% | 21.6%
COC(=O)COn1c(SCC(=O)OC)nc2ccccc2c1=O
  -8.1% | -8.5% | -5.5% | -1.2% | -8.4% | -0.2% | -2.0 | 1.5% | 3.1%
COc1ccc2c(c1)nc(SCC(=O)C(C)(C)C)n2C
  1.2% | -8.7% | 8.8% | 0.5% | -8.0% | -15.1% | 3.3 | -0.7% | 37.2%
Cc1cccc(NC(=O)CSc2nc3nc(C)cc(C)c3c(=O)[nH]2)c1
  -13.8% | -6.7% | 15.3% | -3.0% | -0.7%[60.1 µM] | 19.3% | -2.2 | -0.6% | 8.8%
